# NPYLR7 agonist: activates Aedes aegypti NPYLR7 receptor; HEK293T NPYLR7/Galpha15, GCaMP6s calcium fluorescence; activation, % at 10 µM; hit rate 0.15% among 270,000; AID 1259423; in the data active = activation above about 40%;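 also: 0% = vehicle and 100% = reference agonist at the receptor; some compounds past the cut are filed as inactive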
# hcGAS inh: blocks human cGAS activity; Q8N884; recombinant h-cGAS, ATP depletion, Kinase-Glo luminescence; inhibition, % at 12.5 µM; hit rate 0.081% among 290,000; AID 1259398;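 also: 0% = vehicle reaction and 100% = reaction without DNA for no activity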
# Target sequence (Q8N884 whole entry, looked up): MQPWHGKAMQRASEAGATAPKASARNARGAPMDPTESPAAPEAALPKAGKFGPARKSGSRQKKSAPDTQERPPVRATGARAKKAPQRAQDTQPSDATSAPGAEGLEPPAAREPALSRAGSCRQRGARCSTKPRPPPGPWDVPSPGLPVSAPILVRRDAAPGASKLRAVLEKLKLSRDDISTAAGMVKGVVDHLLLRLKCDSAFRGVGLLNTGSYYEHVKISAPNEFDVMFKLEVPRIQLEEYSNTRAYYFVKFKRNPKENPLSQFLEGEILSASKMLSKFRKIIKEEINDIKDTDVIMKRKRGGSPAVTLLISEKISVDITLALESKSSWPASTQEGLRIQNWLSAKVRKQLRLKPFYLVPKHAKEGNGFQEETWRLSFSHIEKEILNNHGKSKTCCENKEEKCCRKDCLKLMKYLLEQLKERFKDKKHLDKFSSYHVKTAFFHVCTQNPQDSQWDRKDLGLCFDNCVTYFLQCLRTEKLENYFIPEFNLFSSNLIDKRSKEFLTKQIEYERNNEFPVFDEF
# mcGAS inh: inhibitors of mouse cGAS; Q8C6L5; recombinant cGAS, Kinase-Glo ATP depletion luminescence; inhibition, % at 12.5 µM; hit rate 0.15% among 160,000;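 also: 0% = negative control wells and 100% = reference inhibitor with no enzyme activity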
# * hit, by the source's call; · = not tested or not shown; & = joins results of further samples. Rule as the data show it, unless noted: active = inhibition above about 40%; inactive = the rest.
SMILES,NPYLR7 agonist,hcGAS inh,mcGAS inh
Cn1cc(NC(=O)NCCCc2ccccc2)c2ccccc21,1,-6,-11
CCOc1ccc2oc(C)c(C(=O)N3CC[C@H]4CC[C@@H](C3)N4)c2c1,18,-6,·
CCCc1cc(C(=O)N2CCC(n3nccc3NC(=O)c3ccc(OC)cc3)CC2)no1,-2,-6,-3
CCC(COC)NC(=O)c1cc(N(C)C2CCCCC2)nc2ccccc12 (configuration not stated),5,-5,-6
CC(C)(C)C(=O)NC1C2CC3CC(C2)CC1C3 (configuration not stated),0,-6,·
Cc1cccc(C)c1NC(=O)Nc1nnc([C@@H]2C[C@H](O)[C@@H](CO)O2)s1,-3,-6,-6
Cc1cc(C)c(NC(=O)CSc2ccc(-c3ccncc3)nn2)c(C)c1,6,-5,-7
Cc1ccc(-n2nc(-c3ccc(Cl)cc3)cc2NC(=O)c2ccc(F)cc2)cc1,15,-1,-5
O=C(CSc1ncnc2c1nnn2Cc1ccc(F)cc1)N1CCc2ccccc21,18,-8,-8
COc1ccccc1C(=O)NCC12CC3CC(CC(C3)C1)C2,12,-7,-7
O=C(O)c1scnc1C1CC1,2,-2,·
Cc1cc2cc(CNS(=O)(=O)N(C)C)ccc2[nH]1,7,1,0
CCCCN(Cc1cccn1C)C(=O)CN(CCCOCC)C(=O)Nc1ccc(C(C)C)cc1,-5,5,-1
Nc1ccc(S(=O)(=O)Nc2nccc(C(F)(F)F)n2)cc1,2,-8,·
O=C(CSc1ccc(-c2ccc(-n3ccnc3)cc2)nn1)N1CCc2ccccc21,16,2,-5
Clc1ccc(N2N=C(/C=C/c3cccs3)CC2c2cccs2)cc1 (configuration not stated),3,3,1
O=C(NC1CCN(Cn2nc3ccccn3c2=S)CC1)c1ccccc1,2,-8,-5
CN(CCC1CCOCC1)C(=O)c1ccc(OC2CCN(C(=O)C3CC3)CC2)cc1,24,-8,·
C=CCN(CC(=O)N1N=C(c2cccc(OC)c2)CC1c1ccc(F)cc1)C1CCCC1 (configuration not stated),-2,-3,-3
Cc1ccc(OCc2nc(CN(C(=O)c3ccc4c(c3)OCO4)C(C)C)cs2)cc1,-4,-3,-5
O=C(NCCN1CCOCC1)c1cc(-c2ccccc2)nc2cc(-c3ccccc3)nn12,0,-4,-7
Cc1ccc(C(=O)Nc2cccc(-n3nc(OCC(C)C)nc3-c3ccc(C)cc3)c2)cc1,18,-13,-5
CCCN1CCC(N(C)CCN(C)C)CC1,-12,-1,·
O=C(COc1ccc2c(c1)OCO2)N1N=C2C(=Cc3ccco3)CCCC2C1c1ccco1 (configuration not stated),8,2,·
COc1ccc(OC)c(S(=O)(=O)N2CCN(Cc3ccc(C(F)(F)F)cc3)CC2)c1,0,-7,-6
COC(=O)Cn1c(=O)c2c(nc3n(CC4CCCO4)c(C)c(C)n23)n(C)c1=O (configuration not stated),5,-5,·
CCCc1cc(C(=O)N(CCC)C2CCc3ccccc3C2)n[nH]1 (configuration not stated),-2,-3,·
Cc1sc2nc(NC3CCCCC3)[nH]c(=O)c2c1-c1ccccc1,0,2,·
COc1ccc(CC(=O)Nn2cnc3c(cnn3C(C)(C)C)c2=O)cc1OC,9,-2,·
CCOc1ccc(C(=O)N2CCN(C(=O)c3cn(CC)cc4c(=O)n(-c5ccccc5)nc3-4)CC2)cc1,0,-9,-8
COc1ccc(OCc2nc(C(=O)NCc3ccccn3)cs2)cc1,-3,-7,-7
OCC(CNC1CCSCC1)Cc1cccs1 (configuration not stated),·,-4,-14
O=C(c1ccccc1Oc1ccccc1)N1CCC2(CCCO2)CC1,9,-7,-15
O=C1C(=O)N2C(=C1C(=O)c1ccccc1)c1ccccc1CC21CCCC1,2,-5,·
CC(C)CCn1c(=S)[nH]c2ccccc21,-3,-4,1
Cc1cc(C)c(/C=C/C(=O)Nc2sccc2C#N)cc1C,8,-7,-4
CCOC(=O)c1ccc(S(=O)(=O)Nc2nc(C3CC3)no2)cc1,2,-12,·
COc1ccc(-c2nn3c(N4CCCCCC4)cc(C)nc3c2C)cc1OC,7,-10,-6
CC(=O)NC1C(=O)N(CCCOc2ccccc2)c2ccc(Cl)cc21 (configuration not stated),-2,-3,-7
O=C(CN(Cc1ccco1)C(=O)C1CC=CCC1)Nc1ccccc1Br (configuration not stated),-4,-5,·
Cc1ccccc1N1CCN(c2cc(Cl)nc(SCC(=O)NCCCN3CCCCC3C)n2)CC1 (configuration not stated),15,-3,-6
CN1CCN([C@H]2[C@@H]3OC[C@@H](O3)[C@@H](NCc3cnc4ccccc4c3)[C@@H]2O)CC1,-8,-9,-8
O=[N+]([O-])C(C=Nc1ccccc1)=CNc1ccccc1,-10,-6,·
Oc1ccc(Nc2nccc3[nH]c(-c4ccccc4)cc23)cc1,14,-3,-4
C=C[C@@](C)(O)CCC1C(=C)CCC2[C@@](C)(CO)CCC[C@]12C (some centres not stated),-5,-6,·
O=C(CNC(=O)COc1ccccc1)N=Nc1c(O)n(CCc2ccccc2)c2ccccc12,-11,-2,-3
CN(Cc1ccc(N2CCCCC2)cc1)S(=O)(=O)c1ccsc1C(=O)O,-3,-6,·
O=C(NCC1COCCO1)c1nn(-c2ccc(Cl)cc2)c2c1CCCCC2 (configuration not stated),7,-9,·
CCOC(=O)c1cc(-c2cccc(NC(=O)c3cccnc3Cl)c2)n(-c2ccccn2)n1,26,-4,-7
COc1ccc2c(c1)CC(C(=O)N1CCC(CCC(=O)Nc3ccccc3)CC1)CO2 (configuration not stated),2,-7&-2,·
CN(C)CCCN1C(=O)C(O)=C(C(=O)c2ccco2)C1c1cccc([N+](=O)[O-])c1 (configuration not stated),3,-4,-6
C=CCN(C)c1nc(-c2cccnc2)nc2c1CNC2,18,-1,·
Cc1nc(SCc2ccc(C(=O)NCC3CCCO3)cc2)nc(N(C)C)c1C (configuration not stated),·,-7,-12
CCN(CC)S(=O)(=O)c1ccc(=O)n(CC(=O)Nc2cc(Cl)cc(Cl)c2)c1,0,-4,-13
Cc1noc(C)c1CN(C)Cc1cccn1-c1ccc(Cl)cn1,7,-1,-15
CNC(=O)c1ccc(C2CCCN2Cc2cc3cc(OC)ccc3[nH]c2=O)s1 (configuration not stated),5,-2,·
CC(SCc1cccc(C(N)=O)c1)c1nc(C2CC2)no1 (configuration not stated),1,-7,-14
Fc1ccc(N2CCCN(Cc3nc(-c4ccccn4)no3)CC2)cc1,20,-1,-1
CC(C)(C)OC(=O)N[C@@H](CCC(N)=O)C(=O)N1CCCc2c1[nH]c1ccccc21,10,-5,-3
CC(C)(C)NC(=O)NC(=O)CSc1nnc(C2CC2)n1C1CC1,14,-4,-7

# Pulled one by one from above:
SMILES,NPYLR7 agonist,hcGAS inh,mcGAS inh
CC(C)(C)C(=O)NC1C2CC3CC(C2)CC1C3 (configuration not stated),0,-6,·
O=C(NC1CCN(Cn2nc3ccccn3c2=S)CC1)c1ccccc1,2,-8,-5
Cc1ccc(-n2nc(-c3ccc(Cl)cc3)cc2NC(=O)c2ccc(F)cc2)cc1,15,-1,-5
CCCN1CCC(N(C)CCN(C)C)CC1,-12,-1,·
COc1ccccc1C(=O)NCC12CC3CC(CC(C3)C1)C2,12,-7,-7

# In another format: results already given
Structure	NPYLR7 agonist	hcGAS inh	mcGAS inh
Cc1nc(SCc2ccc(C(=O)NCC3CCCO3)cc2)nc(N(C)C)c1C (configuration not stated)	·	-7	-12
C=CCN(C)c1nc(-c2cccnc2)nc2c1CNC2	18	-1	·

# (more compounds)
SMILES,NPYLR7 agonist,hcGAS inh,mcGAS inh
Cc1cc(C)c(N(Cc2ccccc2)S(=O)(=O)c2ccc(OCCNC(=O)c3cc4ccccc4o3)cc2)c(C(=O)NO)c1,-11,0,·
CCc1nccn1CCC(=O)N[C@@H]1CC[C@@H](N)C1,-3,-5,-11
Cc1nc(CNC(=O)N2CCCc3c(F)cc(F)cc32)cs1,1,-14,-10
O=C(COCc1ccccc1)NCCNc1nc(-c2ccccc2)nc2ccccc12,8,-5,-4
COc1cc(F)ccc1-c1c(-c2ccccc2)ncn1C[C@H]1CCCN1,19,-1,-14
COCCN(Cc1ccncc1)C(=O)CC12CC3CC(CC(C3)C1)C2,-2,-6,-11
O=C(c1ccc(F)cc1)N(Cc1cccc(OS(=O)(=O)c2cccc(C(F)(F)F)c2)c1)Cc1ccco1,-11,-11,-5
CC(C)c1nnc2n1CCN(C(=O)c1ccccc1C1CCNC1)CC2 (configuration not stated),3,-5,-17
CC1(Cc2ccc(C(F)(F)F)nc2)C(=O)Nc2ccc(Cl)cc21 (configuration not stated),0,-2,-2
FC(F)(F)Oc1ccc(-c2cccc(Nc3ccc(Oc4ccccc4)cc3)n2)cc1,-14,-3,-1
N#Cc1cccc(-c2nnc3ccc(-c4ccc(N5CCOCC5)cc4)cn23)c1,9,-6,-7
Cc1cc(C)n(CC(C)NC(=O)c2ccc(-n3cnnn3)cc2)n1 (configuration not stated),1,0,-7
CC(C)(C)c1ccc(NC(=O)/C=C/c2ccc3c(c2)OCO3)cc1,-8,-6,-3
O=c1c2c3c(sc2[nH]c(=S)n1Cc1ccccc1)CCCC3,-7,-3,0
O=C(c1cc(Cl)cc(Cl)c1)N1CCC(c2nc(-c3ccc(C(F)(F)F)cc3)no2)CC1,·,-7,-5
Cn1ccc(NC(=O)c2ccc(S(=O)(=O)C(F)F)cc2)n1,2,-16,·
CC(=NNC(=O)c1ccoc1C)c1ccc2c(c1)Nc1ccccc1S2,-3,-3,-6
CNC(=O)[C@@H]1C[C@@H](N)CN1Cc1c(C)nn(C)c1Oc1ccc(Cl)cc1,-1,-7,·
COc1cc(Br)c(S(=O)(=O)Nc2ccc(Cl)c(O[C@@H]3CCN(C)C3)c2)cc1OC,-5,-5,·
Cc1ncc(C[n+]2csc(C)c2C)c(N)n1,-5,1,·
COc1ccc(CNC(=O)N2CCOC(C(F)(F)F)C2)cc1 (configuration not stated),·,-3,-15
CCOc1ccc(Nc2nc(N)c([N+](=O)[O-])c(NCc3ccco3)n2)cc1,4,-4,·
CNC(=O)CNC(=O)c1cc(-c2ccc(OC)cc2)c(C)s1,11,-7,-15
CN(C(=O)c1ccco1)C(Cc1ccc(F)cc1F)C1CCN(Cc2cc(Cl)ccc2O)CC1 (configuration not stated),3,-7,-8
CCC(=O)N(Cc1csc(COc2cccc(C)c2C)n1)C(C)CC (configuration not stated),12,-1,-3
COc1ccc(-n2ccc3c(cnc4nc5ccccc5n43)c2=O)cc1,5,-8,·
CCc1ccsc1C(=O)N(C)C(C)CC#N (configuration not stated),11,-3,·

# Quoted from above (three entries):
SMILES,NPYLR7 agonist,hcGAS inh,mcGAS inh
CCC(=O)N(Cc1csc(COc2cccc(C)c2C)n1)C(C)CC (configuration not stated),12,-1,-3
COc1ccc(-n2ccc3c(cnc4nc5ccccc5n43)c2=O)cc1,5,-8,·
CCc1ccsc1C(=O)N(C)C(C)CC#N (configuration not stated),11,-3,·

# Whole records as entered above. Order of screens: NPYLR7 agonist	hcGAS inh	mcGAS inh
# Profile of COc1ccc(-c2nn3c(N4CCCCCC4)cc(C)nc3c2C)cc1OC = 7	-10	-6
# Profile of O=C(COc1ccc2c(c1)OCO2)N1N=C2C(=Cc3ccco3)CCCC2C1c1ccco1 (configuration not stated) = 8	2	·
# Profile of O=c1c2c3c(sc2[nH]c(=S)n1Cc1ccccc1)CCCC3 = -7	-3	0
# Profile of Cc1cc2cc(CNS(=O)(=O)N(C)C)ccc2[nH]1 = 7	1	0
# Profile of CCc1nccn1CCC(=O)N[C@@H]1CC[C@@H](N)C1 = -3	-5	-11

# Screening results: PubChem, Fisher Drug Discovery Resource Center

# The order is random; about 0.29% have a hit in one of these screens.
